Bioassay records from PubChem.
CHO-K1 Ca PAM: nonselective calcium activators in parental CHO-K1 cells, primary screen, counter-screen for M1 PAM project, cell-based, Fluo-8 calcium fluorescence, full deck, 1536-well; ATP EC20; 0% at ATP EC20, 100% at ATP max; activation, % at 3 µM; 360,000 tested, 0.02% active; AID 602247, 2012;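 active = activation above the run cutoff, the mean activation of all test compounds plus 3 SD, cut at about 40% in these data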;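 also: peak over basal fluorescence ratio in a 140 s read after ATP addition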
OXTR potentiate: human OXTR potentiators, primary screen, fluorescence, CHO-OTR cells, Fluo-8 calcium; 320,000 tested, 0.061% active; Fluo-8 calcium fluorescence, potentiator mode; 0% = oxytocin EC15, 100% = EC100; activation, % at 3 µM; Oxytocin receptor (Homo sapiens), P30559; AID 2445, 2010;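 active = activation above that plate's cutoff, the mean activation of tested compounds plus 3 SD, cut at about 6.6% in these data, passing the limit was not always enough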;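 also: 100% uses oxytocin at 75 nM as the full agonist control; some results filed as inactive read as strong as hits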
Target sequence (P30559 whole entry, looked up): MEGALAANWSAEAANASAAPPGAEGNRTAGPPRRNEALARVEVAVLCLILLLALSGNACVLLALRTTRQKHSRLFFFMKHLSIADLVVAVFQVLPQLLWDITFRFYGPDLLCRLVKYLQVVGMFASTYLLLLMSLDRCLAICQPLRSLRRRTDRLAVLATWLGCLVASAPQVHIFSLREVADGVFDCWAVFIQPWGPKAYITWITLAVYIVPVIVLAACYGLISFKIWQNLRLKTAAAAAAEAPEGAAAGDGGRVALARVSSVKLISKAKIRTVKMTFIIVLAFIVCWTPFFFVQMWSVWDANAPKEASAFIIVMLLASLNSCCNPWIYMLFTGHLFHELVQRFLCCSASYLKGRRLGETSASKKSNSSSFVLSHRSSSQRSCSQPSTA
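Material: human OTR in CHO cells. Compound: 3.0 µM, one dose. Timing: compound 6 min at room temperature before oxytocin, 100 s read. Evaluation: % activation of max/min ratio relative to oxytocin controls. Replication: single well per compound, singlicate. Signal: Fluo-8 calcium dye fluorescence.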
TAAR1 antagonist: human TAAR1 antagonists, primary screen, Fluo-8 calcium fluorescence, CHO RD-HGA16 cells; antagonist; 360,000 tested, 1.5% active; Trace amine-associated receptor 1 (Homo sapiens), Q96RJ0; inhibition, % at 3 µM;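 active = inhibition above a per-plate cutoff, the mean inhibition of test compounds on that plate plus 3 SD, cut at about 49% in these data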;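 also: 0% = DMSO plus EC80 beta-PEA response and 100% = DMSO alone without agonist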
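Test system: RD-HGA16 CHO cells with stable hTAAR1 and Gα16 / Probe or stimulus: EC80 β-phenethylamine stimulus / Times: seeding 17-24 h prior, 75-min 37 °C, 30-min RT dye loading / Detection: Fluo-8 calcium-sensitive fluorescence / Read-out basis: % inhibition scaled between DMSO and EC80 PEA controls / Repeats: singlicate, one well per test compound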
CHRM1 agonist: human M1 muscarinic receptor agonists, primary screen, Fluo-8 calcium fluorescence, CHO-K1 cells, HTS; AID 588814, 2011; activation, % at 3 µM; 360,000 tested, 0.33% active; Muscarinic acetylcholine receptor M1 (Homo sapiens), P11229; CHO-K1 hM1, agonist mode; 0% DMSO, 100% acetylcholine EC100;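 active = activation above the run's mean compound activation plus 3 SD, cut at about 16% in these data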;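 also: peak over basal fluorescence ratio within a 140 s kinetic read after compound addition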
Target sequence (P11229 whole entry, looked up): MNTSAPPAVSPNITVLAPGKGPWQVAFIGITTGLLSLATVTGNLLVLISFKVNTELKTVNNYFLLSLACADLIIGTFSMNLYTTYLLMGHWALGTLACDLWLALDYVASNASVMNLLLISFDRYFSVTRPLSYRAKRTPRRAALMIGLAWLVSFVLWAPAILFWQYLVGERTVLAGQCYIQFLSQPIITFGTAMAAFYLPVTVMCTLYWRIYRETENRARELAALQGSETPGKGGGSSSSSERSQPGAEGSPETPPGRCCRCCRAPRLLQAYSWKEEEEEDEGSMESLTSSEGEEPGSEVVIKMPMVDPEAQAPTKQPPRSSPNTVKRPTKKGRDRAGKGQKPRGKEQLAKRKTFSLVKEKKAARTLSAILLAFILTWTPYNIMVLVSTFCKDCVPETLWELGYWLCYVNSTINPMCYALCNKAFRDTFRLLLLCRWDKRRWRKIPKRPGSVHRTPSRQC
CHO parental Ca: ATP-evoked calcium signal inhibitors, parental CHO, primary screen, counter-screen for OX1R antagonist project, cell-based, fluorescence, Fluo-8 calcium dye; parental CHO-K1, ATP-induced calcium, Fluo-8 fluorescence; inhibition, % at 5.6 µM; 330,000 tested, 0.63% active;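 active = inhibition above that plate's mean sample inhibition plus 3 SD, cut at about 26% in these data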;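 also: 0% = ATP-challenged DMSO wells and 100% = DMSO wells without ATP; some compounds past the cut are filed as inactive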
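material = parental CHO cells | also added = ATP as calcium-mobilizing challenge | dosing = single point at 5.6 µM | detection = intracellular calcium via Fluo-8 no-wash fluorescent dye | read-out = % inhibition | benchmarks = low control ATP plus DMSO, high control DMSO only | repeats = one well per compound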
TAAR1 ag: human TAAR1 agonists, primary screen, Fluo-8 calcium fluorescence, CHO RD-HGA16 cells. Trace amine-associated receptor 1 (Homo sapiens), Q96RJ0. activation, % at 3 µM. 360,000 tested, 0.99% active. vehicle wells 0%, saturating PEA agonist 100%;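 active = activation above the mean activation of all test compounds in the run plus 3 SD, cut at about 38% in these data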
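Signal – calcium-sensitive Fluo-8 signal, excitation 470-495, emission 515-575 nm · System – RD-HGA16 (CHO) cells co-expressing Gα16 and hTAAR1 · Incubation – 17-24 h seeding, 75 min 37 °C dye, 30 min RT · Compound dosing – 3 µM single concentration · Repeats – no replicates (n 1)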
CHO-K1 Ca ag: counter-screen for M1 agonists: effect in parental CHO-K1 cells; Fluo-8 calcium fluorescence; scaled to maximal ATP response, vehicle zero; activation, % at 3 µM; 360,000 tested, 0.48% active; in the data active = activation above about 15%;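 also: untransfected CHO-K1 host cells lacking M1 receptor as counterscreen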
CHO-K1 Ca antag: nonselective inhibitor or artifact in parental CHO-K1 cells; ATP-induced calcium, Fluo-8 fluorescence; inhibition, % at 3 µM; 360,000 tested, 0.6% active;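 active = inhibition above a per-plate cutoff, the plate's mean sample inhibition plus 3 SD, cut at about 24% in these data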;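 also: 0% = DMSO plus EC80 ATP and 100% = DMSO alone without ATP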
CHRM1 antagonist: human M1 muscarinic receptor antagonists, primary screen, CHO-K1 cells, Fluo-8 calcium fluorescence, 1536-well; AID 588852, 2011; 360,000 tested, 1.3% active; inhibition, % at 3 µM; CHO-K1 hM1, ACh EC80 antagonist;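 active = percent inhibition above its own plate's cutoff, namely the mean of that plate's compound wells plus 3 SD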;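 also: peak over basal fluorescence ratio during 140 s after agonist addition; 0% = ACh EC80 plus DMSO and 100% = DMSO alone without agonist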
* marks the source's active call; other numbers are inactive results; . = not tested or not shown.

The line under a structure holds: CHO-K1 Ca PAM, OXTR potentiate, TAAR1 antagonist, CHRM1 agonist, CHO parental Ca, TAAR1 ag, CHO-K1 Ca ag, CHO-K1 Ca antag, CHRM1 antagonist
O=S(=O)(Cc1ccccc1)NCCc1cccc(Cl)c1
    1, ., -6, -5, ., 44*, 0.1, 12, 9
Cc1nc2ccc(Br)cn2c1NC(C)(C)C
    0, -8, 8, -7, -12, 13, 0.3, 2, 10
Cc1cc(C2=NNC(=NCCc3ccccc3)SC2)c(C)n1CC1CCCO1 (stereo not given)
    21, -15, 68*, -15, -2, 83*, 1.2, 4, 4
CCOc1ccc(Br)cc1/C(C)=N\NC1=NCCN1
    0, -10, 11, 11, -6, 19, 2.6, 15, 63*
CC1CCN(S(=O)(=O)N2CCC(C(=O)NCc3ccc(F)cc3Cl)CC2)CC1
    18, ., 6, -2, ., 3, 0.7, -9, -8
COc1n[nH]c(C(=O)NCc2ccccc2)c1[N+](=O)[O-]
    13, -5, -7, -2, 6, 2, -0.2, -20, -4
COc1cccc(-c2noc(CCC(=O)NC3CCCCC3)n2)c1
    0, -2, -9, -1, -2, 16, 0.5, -12, -28
COC(=O)CSc1nnc(-c2cccnc2)o1
    9, -5, -17, 0, -1, 13, 0.2, -9, -13
CCOc1cc2c(C#N)c(N3CCNCC3)nc(N)c2c(N)n1
    20, -9, 54*, -3, -14, 61*, 1.1, -19, -9
CSc1nc(O)c(C(c2ccc(OC(C)C)cc2)c2c(O)nc(SC)[nH]c2=O)c(=O)[nH]1
    -21, -4, -21, -2, -9, 1, 4.8, 17, 13
COc1cccc(C(=O)OCC(=O)N2CCc3ccccc32)c1OC
    -16, ., 9, -4, ., 4, 1.1, 1, -15
Cc1nc(C(F)(F)F)c(C(=O)O)cc1-c1nc(-c2ccccc2)cs1
    -7, -12, -7, -3, -8, 4, 0.1, 4, -3
Cc1nc2cc(NC(=O)CS(=O)(=O)c3ccccc3)ccc2s1
    8, 0, 17, 0, 11, 1, 1.1, -10, -28
CN(C)C(=O)N1CCN(c2nc(-c3ccccc3)cs2)CC1
    -3, -7, -17, 1, -11, 2, 0.2, 13, -5
Cc1ccc(/C=N/NC(=O)Cn2ccc(C(F)(F)F)n2)o1
    -2, -5, -4, -7, 1, 2, 0.2, -1, -2
Cc1ccccc1NC(=O)Cn1nc(C(F)(F)F)cc1C1CC1
    -5, -6, 4, -4, -6, 2, 0.1, 13, 5
Cc1ccc(C)c(CN2C(=O)c3ccccc3S(=O)c3ccc(C(=O)N4CCN(c5ccccn5)CC4)cc32)c1 (stereo not given)
    6, -15, 11, -8, -22, 2, 1.0, -4, 2
Cc1c(N(C(=O)c2ccccn2)C2(C(=O)NC3CCCCC3)CCCCC2)c(=O)n(-c2ccccc2)n1C
    26, -14, -26, -5, -17, 0, 0.0, -8, -6
COc1cccc(CN2CCC(Oc3ccc(C(=O)NCc4ccccn4)cc3)CC2)c1
    14, -5, -7, -5, -18, 1, 3.0, -13, 26
O=C(Nc1cccc(S(=O)(=O)N2CCCCCC2)c1)c1ccc2ccccc2n1
    10, -12, 8, -7, 3, 6, 0.0, -3, -2
O=S(=O)(Cc1cccc(C(F)(F)F)c1)c1ncn[nH]1
    -13, -6, -15, -2, -7, 11, -0.7, 3, -1
CCCc1n[nH]c2c1C(=O)CC(C)(C)C2
    21, -17, -16, -6, 9, 8, 3.7, -7, -11
COc1ccc(O)c(C(=O)c2cnc3c(c2)c(C)nn3CCO)c1
    8, -2, 6, 0, -19, -1, -0.1, -9, -2
CCCN1CNc2c(c(=O)[nH]c(=S)n2CCc2ccccc2)C1
    9, 7, -31, -4, -7, 1, 0.0, -5, -3
Cc1cccc(C)c1-n1c(C)nn(CC2CC2)c1=O
    3, -12, -16, -4, 3, 8, 1.1, -16, -13
CCCN(CC(=O)Nc1ccccc1C)C(=O)c1ccc2[nH]c3c(c2c1)CC(C)CC3 (stereo not given)
    10, -7, 32, 1, -21, 6, 5.3, -13, 7
Cc1ccc(N(CC(=O)NC2CCCC2)C(=O)CNC(=O)c2cccs2)cc1C
    -17, -13, -2, 3, -3, 4, -0.3, 0, -1
CNC(=O)CSc1nc2ccccc2c(=O)n1C1CCCCC1
    21, -11, -2, -2, -22, 7, 0.1, -8, -6
C/C(=N\Nc1ccc(C(F)(F)F)cc1[N+](=O)[O-])C(C)C
    -2, -3, -9, -6, 4, 6, -0.1, 7, -4
CCOC(=O)C(NC(C)=O)C(=O)Nc1ccc(C(C)C)cc1 (stereo not given)
    23, -10, -10, -1, -14, 3, 0.3, -10, -7
C[C@H](CO)NC(=O)c1[nH]cnc1C(=O)Nc1cccc(Cl)c1
    13, ., -3, 1, ., 3, 0.4, -2, -11
O=C(COC(=O)CC1CC2CCC1C2)NCc1ccc(Cl)cc1 (stereo not given)
    -1, -1, -15, -5, -4, -2, -0.4, -12, -19
CN1C(=O)S/C(=C/c2cccn2-c2cccc(C(=O)O)c2)C1=O
    11, -6, -5, -2, -4, -1, -0.1, 5, -13
Clc1ccc2c(-c3ccccc3)nc(-c3cccs3)nc2c1
    20, ., 6, ., ., 0, 0.9, -13, .
COc1ccc(S(=O)(=O)NCc2ccccn2)c(Cl)c1Cl
    10, -9, -6, -2, 22, 1, 0.4, -3, -11
Cc1ccc(OCC(=O)N2CCN(C(=O)c3ccncc3)CC2)cc1
    22, -9, 5, -3, 13, 0, 0.2, -19, 2
CCNc1ccc(S(=O)(=O)N(C)C)cc1NCC(=O)Nc1ccc(Br)cc1F
    14, -14, 18, -1, 10, 9, 10, 5, 15
COc1ccccc1NS(=O)(=O)c1ccc(N/N=C(\C)C(C)C)c([N+](=O)[O-])c1
    ., -6, -2, ., 0, 0, ., ., .
CC1(C)CC(=O)C=C(c2ccc3ncccc3c2)C1
    -2, -2, -6, -10, -14, 13, 0.3, -1, -5
N=c1c(C(=O)NCCc2ccccc2)cc2c(=O)n3ccccc3nc2n1CCCN1CCOCC1
    9, -2, -8, -14, -5, -1, -0.6, -23, -17
Cc1nonc1NC(=O)CSc1nc2cc(Cl)ccc2c2c1CCCC2
    23, -4, ., -5, -14, ., 0.2, -12, -2
c1cncc(-c2nc3ccccc3s2)c1
    17, -3, -1, -3, -12, 0, 0.9, -3, -11
Cc1ccc(S(=O)(=O)NCCC(=O)OCC(=O)N2CCCC2=O)cc1
    -27, -7, -3, -2, -2, 1, 0.0, 12, 13
O=C(CCc1ccccc1)Nc1nnc(-c2ccccn2)o1
    2, -1, -15, -5, -7, 0, 0.1, -7, -3
O=C1C=CC(=O)N1c1ccc(-c2nc3ccccc3o2)cc1
    3, ., ., -2, ., ., 0.4, -5, -5
Cc1ccc(-n2c(Cn3nc(C(F)(F)F)cc3C)n[nH]c2=S)cc1
    4, -3, ., -4, -4, ., -0.1, -2, 7
CC1CC(=O)C(C(C2=C(O)CC(C)CC2=O)c2ccccc2)=C(O)C1 (stereo not given)
    2, ., -5, 2, ., -1, -0.8, -13, -16
Cc1nnc(NC(=O)c2ccccc2Br)s1
    2, -3, -8, -4, -7, 0, 0.1, -4, -8
CC(c1ccccc1)n1ccnc1CO (stereo not given)
    -3, ., -6, -2, ., 0, 0.0, -2, 3
CC(=O)N=C1SC2CS(=O)(=O)CC2N1c1cccc(Cl)c1Cl (stereo not given)
    10, -11, -15, -2, -14, 4, 0.3, -7, -23
COc1cccc(C(=O)N2CCN(Cc3ccc4c(c3)OCO4)CC2)c1OC
    10, -1, 0, -3, 2, 0, 0.5, -1, 2
CCN1CCN(CC(=O)Nc2ccc(Cl)c(Cl)c2)C(=O)C1=O
    16, 1, 4, -3, 8, 10, 0.2, -3, -3
CCC(C)NC(=O)CCSc1ccc(C)cc1 (stereo not given)
    19, -6, -15, -3, -9, -1, -0.2, -8, 3
O=C(Nc1ccc(Nc2ccccc2)cc1)c1ccccc1
    ., -6, 1, ., -5, 3, ., ., .
COc1ccccc1N1CCN(c2nnc(-c3ccc(F)cc3)c3ccccc23)CC1
    21, -8, 7, -1, -17, 8, 1.0, -7, -21
O=C(COC(=O)c1cnccn1)Nc1ccc2c(c1)OCO2
    20, -4, -9, -3, 10, 9, 0.2, -10, -8
O=C1CC(Nc2ccc(N3CCOCC3)cc2)C(=O)N1C1CCCCC1 (stereo not given)
    13, -10, -24, 0, -26, 1, -0.2, -2, -47
Cc1ccc(-n2c(C)cc(C(=O)CSc3n[nH]c(N)n3)c2C)cc1
    13, -4, -1, -4, -12, 6, 7.9, -8, 6
COc1cc(NC(=O)COc2ccc(Br)cc2)ccc1NC(=O)C(C)C
    19, 1, 0, -4, -13, 2, -0.1, 1, -4
c1ccc(NC2=NCCN2CC2CCC2)cc1
    17, -4, -13, -11, -3, 3, 0.2, -12, -7

(next part)
The line under a structure holds: CHO-K1 Ca PAM, OXTR potentiate, TAAR1 antagonist, CHRM1 agonist, CHO parental Ca, TAAR1 ag, CHO-K1 Ca ag, CHO-K1 Ca antag, CHRM1 antagonist
Cc1ccc(S(=O)(=O)NC(C)C(=O)NC(C)c2cccs2)cc1 (stereo not given)
    8, 1, -8, 0, -20, 4, 0.7, -9, -12
Cc1csc(NC(=O)CSc2nc(C(C)C)nc3c2c(=O)n(C)c(=O)n3C)n1
    4, -8, -23, -6, -18, -1, 4.3, 4, 13
Cc1ccc(-c2csc(C(O)c3cccc(Cl)c3)n2)cc1C (stereo not given)
    22, ., 15, -4, ., 1, 1.8, -10, -2
COc1cccc(CN2CC(C(=O)NCc3ccc(C)c(F)c3)CCC2=O)c1 (stereo not given)
    18, -2, -10, -4, -10, 4, 1.2, -7, -17
COCCNC(=O)c1cn(C)c2ccc(S(=O)(=O)N3CCCC3)cc2c1=O
    21, 3, -22, -1, -7, 1, 0.8, -17, -17
O=[N+]([O-])c1cccc(N=Cc2ccccc2)c1
    -12, ., 2, -2, ., 1, 0.1, 0, -8
O=S(=O)(NCC1CCCO1)c1ccc(S(=O)(=O)N(Cc2ccccc2F)C2CCCCC2)cc1 (stereo not given)
    3, -4, 48, -4, -25, 7, 1.5, 11, 13
Cn1c(N)c(C(=O)COC(=O)CNC(=O)c2ccccc2Cl)c(=O)n(C)c1=O
    16, 2, -27, -1, 8, 3, 1.3, -11, 20
